# 3CLpro inhibitor: SARS-CoV 3CLpro protease inhibition; hit rate 0.14% among 290,000; inhibition, % at 6 µM; recombinant SARS-CoV 3CLpro, quenched FRET peptide cleavage; P0C6X7; AID 1706; in the data active = inhibition above about 12%
# PriA SSB inh: inhibitors of Klebsiella pneumoniae PriA binding to SSB C-terminal tail; AlphaScreen SSBct-PriA binding, biotinylated peptide; inhibition, % at 33 µM; hit rate 0.6% among 430,000; in the data active = inhibition mostly above about 37%, no sharp cut-off; inactive = mostly below about 20%;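 also: plate controls were negative control peptide for no effect and reference peptide for full effect; strong numbers were not always called active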
# Yp Topo-I inh: Y. pestis Topo-I inhibition via cleavage products | Y. pestis Topo-I cleavage product accumulation, plate reader | activity, % at 10 µM | hit rate 0.064% among 360,000 | AID 504884; in the data active = activity above about 50%, passing the limit was not always enough; inconclusive = no clear call, values can overlap the other calls; also: inactives centre near 2
# PfHsp40 rescue: rescue of PfHsp40-mediated yeast toxicity; S. cerevisiae expressing PfHsp40, growth rescue, ATP luminescence; growth rescue, % at 12.5 µM; hit rate 0.68% among 340,000; AID 504582; in the data active = growth rescue above about 28%, passing the limit was not always enough; inconclusive = no clear call, values can overlap the other calls;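 also: yeast W303a lacking pdr1 and pdr3 grown in galactose medium; growth measured after three days at 30 °C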
# Anthrax LF inh2: blocks Bacillus anthracis lethal factor protease. hit rate 0.12% among 360,000. multiplex microsphere protease cleavage assay, LF. AID 588501. inhibition, % at 10 µM; also: plate controls were buffer without enzyme for full effect and enzyme alone for no effect
# Target sequence (P15917 whole entry, looked up): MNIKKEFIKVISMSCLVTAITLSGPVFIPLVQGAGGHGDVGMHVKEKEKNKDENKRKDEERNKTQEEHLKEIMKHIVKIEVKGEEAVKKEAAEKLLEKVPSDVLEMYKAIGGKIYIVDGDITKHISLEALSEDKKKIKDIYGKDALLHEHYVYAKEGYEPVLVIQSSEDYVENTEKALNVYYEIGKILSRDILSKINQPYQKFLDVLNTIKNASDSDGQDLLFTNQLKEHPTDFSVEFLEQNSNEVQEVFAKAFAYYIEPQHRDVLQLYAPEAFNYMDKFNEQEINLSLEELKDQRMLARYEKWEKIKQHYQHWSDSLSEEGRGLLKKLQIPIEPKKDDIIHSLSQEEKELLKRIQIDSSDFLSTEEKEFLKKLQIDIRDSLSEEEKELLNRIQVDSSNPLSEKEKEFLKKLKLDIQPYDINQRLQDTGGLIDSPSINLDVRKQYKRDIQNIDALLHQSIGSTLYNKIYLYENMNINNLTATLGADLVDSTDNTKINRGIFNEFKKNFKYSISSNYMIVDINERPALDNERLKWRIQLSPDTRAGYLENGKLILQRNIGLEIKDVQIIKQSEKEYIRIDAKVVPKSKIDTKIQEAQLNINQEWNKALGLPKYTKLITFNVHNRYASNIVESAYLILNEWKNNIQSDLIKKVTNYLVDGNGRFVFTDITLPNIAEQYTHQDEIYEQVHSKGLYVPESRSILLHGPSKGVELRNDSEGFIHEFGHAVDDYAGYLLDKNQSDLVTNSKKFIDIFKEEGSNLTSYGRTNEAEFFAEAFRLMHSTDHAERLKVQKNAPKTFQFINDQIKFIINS
# BoNT A protease: BoNT A light chain protease inhibition; multiplex microsphere protease substrate cleavage, flow cytometry; inhibition, % at 10 µM; hit rate 0.17% among 360,000; AID 588499; also: plate controls were buffer without enzyme for full effect and enzyme alone for no effect
# VHR inh abs: DUSP3 (human) phosphatase inhibition. P51452. recombinant VHR phosphatase, pNPP absorbance. inhibition, % at 13.3 µM. hit rate 0.52% among 290,000. AID 1654; in the data active = inhibition above about 50%; also: some compounds called inactive have numbers as strong as hits
# Target sequence (P51452 whole entry, looked up): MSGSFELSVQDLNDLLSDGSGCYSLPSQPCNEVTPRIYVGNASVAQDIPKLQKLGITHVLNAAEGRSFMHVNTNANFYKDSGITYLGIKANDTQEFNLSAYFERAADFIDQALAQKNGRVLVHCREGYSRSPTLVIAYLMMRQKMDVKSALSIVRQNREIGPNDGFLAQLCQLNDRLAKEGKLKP
# TcdB inh: inhibitors of Clostridioides difficile toxin B glycohydrolase | P18177 | TcdB glycohydrolase enzymatic assay, plate reader | inhibition, % at 9.99 µM | hit rate 0.24% among 350,000; in the data active = inhibition above about 10%
# BH1578 lux ind: inducers of Vibrio cholerae quorum light production without autoinducers; hit rate 0.16% among 350,000; AID 588436; V. cholerae BH1578 lux reporter, luminescence, 6 h; activation, % at 18.7 µM; in the data active = activation mostly above about 9.7%, no sharp cut-off; inconclusive = no clear call, values can overlap the other calls; inactive = mostly below about 3.7%; also: not every result past the cut was called active; inactives centre near 0; reference of the scale not given here
# CCHF vOTU inh: CCHFV vOTU protease inhibition; hit rate 0.55% among 370,000; inhibition, % at 11.5 µM; Pep-AMC fluorescence; in the data active = inhibition above about 30%; also: 0% = vehicle wells with enzyme and 100% = no enzyme wells
# * = called active by the depositor; i = inactive; ? = inconclusive; / = not tested or not shown; & = joins results of further samples. Rule as the data show it, unless noted: active = inhibition above about 30%; inconclusive = no clear call, values can overlap the other calls; inactive = below that. A portion of the library, so the mix of outcomes need not match the whole.
SMILES,3CLpro inhibitor,PriA SSB inh,Yp Topo-I inh,PfHsp40 rescue,Anthrax LF inh2,BoNT A protease,VHR inh abs,TcdB inh,BH1578 lux ind,CCHF vOTU inh
C[C@H](CO)N1C[C@H](C)[C@@H](CN(C)S(C)(=O)=O)Oc2c(NC(=O)Nc3ccccc3)cccc2C1=O,/,-8,1,-0.9,-4,0.2,/,-1.7&0.8,i,-5
CCOC(=O)C1=C(CS(=O)(=O)c2ccc(Cl)cc2)NC(=O)NC1c1ccc(O)c(OC)c1 (configuration not stated),-4,-5,13,-1.2,1,1.4,17,0.8,-0.1,13
Cn1cc(-c2cccc(Cl)c2)cc(C#N)c1=O,3,-7,-2,/,-3,-1.9,24,0.0,-0.7,-24
Nc1cc(-c2ccccc2)nn1Cc1ccc(Cl)cc1,-1,12,-15,-0.7,-2,-0.3,36,/,-0.9,5
O=S(=O)(c1ccc(N2CCCCCC2)nc1)N1CCCC1,6,-19,10,-0.8,-1,-0.8,-7,0.8,-0.6,1
O=C(CSCc1ccccc1)Nc1cccc(C(=O)Nc2ccccc2C(=O)O)c1,4,-2,6,0.4,1,-0.5,16,/,-0.4,10
CC(=O)C1N=NCC1c1ccccc1 (configuration not stated),/,-10,1,-1.0,-4,-0.4,/,0.3,i,-2
CCOC(=O)c1c(C)nsc1NCc1ccccc1,/,-4,11,1.0,1,-1.1,/,1.0,-0.5,6
COc1ccc(C(=O)N2CC3(CC(c4cccc(NC(=O)CC(c5ccccc5)c5ccccc5)c4)=NO3)C[C@H]2C(N)=O)cc1 (some centres not stated),/,8,1,2.8,-1,-0.4,11,0.1,i,0
COc1ccccc1C(=O)N1CCN(CCc2ccccc2)CC1,0,-8,4,-0.6,-2,-0.4,18,/,-0.3,-9
COc1ccc(NC(=O)CN2C(=O)C3CC=CCC3C2=O)cc1Cl (configuration not stated),/,/,-4,/,-3,-0.4,/,0.7,-0.4,-8
CC[C@@H]1C=C(C(=O)O)[C@H](c2ccc(C#N)cc2)N1S(=O)(=O)c1ccc(C)cc1,/,2,0,-1.1,-2,0.0,/,3.2,-0.7,13
COC(=O)C(CC(C)C)NC(=O)CSc1nc(-c2ccccc2)c(C#N)c(=O)[nH]1 (configuration not stated),-3,-12,4,-0.1,1,1.5,-8,/,-0.4,0
CCOc1ccccc1C(=O)NC1CC2CCCC(C1)N2Cc1nnnn1Cc1ccco1 (configuration not stated),3,1,31,-0.1,0,1.7,13,/,-0.4,-11
O=C(c1ccc(Br)c(S(=O)(=O)N2CCOCC2)c1)N1CCN(C/C=C/c2ccccc2)CC1,/,1,12,-1.5,7,-1.2,/,0.6,i,-5
CCC(=O)NC(c1cccs1)c1cc(Cl)c2ccccc2c1O (configuration not stated),/,-2,-10,1.8,-1,-0.2,/,0.2,11,-21
COc1ccc(/C=N/Nc2cc(C)nc3ccccc23)cc1,-12,/,6,1.9,1,-3.3,-28,1.3,-0.4,9
CC(=O)NC(CC(=O)N(C)Cc1c(F)cccc1Cl)c1ccccc1 (configuration not stated),3,-9,-7,0.8,-4,-0.3,41,-0.3,-0.4,6
CC(=O)NC(c1ccc(F)c(F)c1)c1nc(-c2cc3ccccc3o2)cs1 (configuration not stated),/,/,8,/,1,1.8,/,-0.2,-0.3,-3
Cc1ccsc1C(=O)OC1CCOC1=O (configuration not stated),-2,-15,-1,-1.0,-6,0.0,14,/,i,5
COC(=O)C1=C(C)N(CCCC(=O)O)C(=O)NC1c1ccccc1Cl (configuration not stated),/,-21,-9,-0.4,-3,-0.2,/,0.8,-0.8,3
Cc1cccn2c(=O)c3cc(C(=O)NCc4ccco4)c(=N)n(C4CCCC4)c3nc12,-4,-4,10,0.4,0,-1.2,13,1.7,0.2,-52
CC1CCN(S(=O)(=O)c2ccc(C(=O)OC(C)C(=O)NC3CCCCC3C)cc2)CC1 (configuration not stated),0,-3,5,0.2,0,0.0,22,1.0,i,9
O=C1CC(C(F)(F)F)=NN1,-2,5,4,-0.7,-2,-1.1,4,-1.2,-1.3,4
CC(C)C(OC(=O)C1CCCO1)C(=O)NC1CCCC1 (configuration not stated),8,-6,3,0.3,-3,2.2,18,/,-1.4,-9

# New compounds follow.
SMILES,3CLpro inhibitor,PriA SSB inh,Yp Topo-I inh,PfHsp40 rescue,Anthrax LF inh2,BoNT A protease,VHR inh abs,TcdB inh,BH1578 lux ind,CCHF vOTU inh
O=C(NCCCn1ccnc1)C(=O)NCc1ccccc1,0,-7,-7,0.0,7,-1.4,25,/,-3.3,-3
Cc1ccc(N(C(=O)c2snc(C(N)=O)c2N)C(C(=O)NCCC(C)C)c2ccco2)cc1 (configuration not stated),7,-2,?,1.9,-3,0.2,25,1.3,-0.3,5
CCOC(=O)c1c(-n2c(C)cc(/C=C3/C(=O)NC(=O)N(CC)C3=O)c2C)sc2c1CCCC2,-3,-10,2,-0.4,-5,0.9,/,0.7,i,4
O=S(=O)(c1cccc(-c2csc(-c3ccccc3)n2)c1)N1CCOCC1,0,-18,-4,0.6,-8,-0.2,27,/,-0.3,7
COC(=O)C(C)SC1=N/C(=C/c2ccc(-n3cncn3)cc2)C(=O)N1 (configuration not stated),-3,-3,5,-0.4,-6,-1.2,9,0.5,-0.5,0
CC(=O)Nc1ccc(S(=O)(=O)Nc2ccc(N3CCOCC3)c(F)c2)cc1,-2,-24,-11,-2.0,/,/,-9,/,i,-11
O=C(c1cncc(Br)c1)N1CCN(c2ccc([N+](=O)[O-])cc2)CC1,0,-1,3,-0.4,0,-0.2,-3,0.7,-0.2,8
CCc1[nH]nc2c1C(C1C=CCCC1)C(C#N)=C(N)O2 (configuration not stated),9,-11,11,-0.6,0,-0.3,26,1.3,-0.5,-14
CCc1cc2c(NC(Cc3c[nH]c4ccccc34)C(=O)O)nc(C)nc2s1 (configuration not stated),5,-4,-4,-0.5,1,-0.6,0,1.6,-0.3,-15
Cc1ccc(S(=O)(=O)N2CCCC(c3nnc4n3-c3ccccc3SC4)C2)cc1 (configuration not stated),4,2,26,-0.8,4,0.2,-12,/,i,2
COc1ccc2c(c1OC)c(=O)n1c3ccc(OC(C)C(=O)NCCN4CCOCC4)cc3c3ccnc2c31 (configuration not stated),-7,12,19,0.0,-3,0.6,24,5.1,-0.5,-70
Nc1ccc(Cl)c(NC(=O)c2cccs2)c1,-6,-1,-2,2.6,-5,0.3,6,1.0,/,4
Fc1ccccc1CSc1ncnc2sc3c(c12)CCCC3,2,-44,18,-0.4,0,-1.3,-5,-0.4,-0.4,-10
COc1ccc(N2CC(NC(=O)N3CCN(c4ccccc4)CC3)CC2=O)cc1 (configuration not stated),-1,-5,8,0.4,-3,0.7,-8,-0.1,i,-8
Cc1cc(C)nc(SCC(=O)OCC(=O)Nc2nc3ccccc3s2)n1,-1,-3,-5,1.2,0,0.6,-28,/,0.0,-9
Cc1cc(O)ccc1N/C=C(\C#N)c1nc2ccccc2o1,4,-11,-5,-0.4,1,1.2,-4,/,-0.4,-5
Cc1ccc(NC(=O)CCNS(=O)(=O)c2cccc3nonc23)cc1Cl,-2,2,2,0.7,-4,-0.4,-6,-0.2,-0.5,17
CS(=O)(=O)N(CC(=O)NCC1CCCO1)c1cc(Cl)c(Cl)cc1Cl (configuration not stated),-2,-18,6,-0.1,-6,0.5,9,0.4,i,-1
Cc1cc2nnc(SC3CCCCN(C(=O)c4ccc(F)cc4)C3=O)n2c2ccccc12 (configuration not stated),-6,-1,16,1.9,2,-0.6,-17,/,-0.3,5
Cc1cc(=O)n2[nH]c(-c3ccccc3Cl)cc2n1,-1,3,1,-0.3,0,-0.4,-5,/,-0.3,4
O=C(COC(=O)[C@@H]1CC(O)CN1S(=O)(=O)c1ccc2c(c1)OCCO2)Nc1ccccc1F (some centres not stated),3,-1,10,-0.1,-1,-0.4,-6,-0.9,-0.3,-5
CCOC(=O)/C=C1\CN(Cc2cc(OC)c(OC)c(OC)c2)S(=O)(=O)c2ccc(C(F)(F)F)cc21,1,-3,4,-1.3,-10,-0.5,-7,0.0,i,33*
CC(C)c1nc2sc3c(=O)[nH]cnc3c2c2c1CCC2,7,-12,13,-1.1,3,-0.6,0,/,-0.2,-4
CCOP(=O)(OCC)C(NC(=O)C(Cl)Cl)C(Cl)(Cl)Cl (configuration not stated),1,-15,1,-0.1,-1,-0.9,40,/,-0.3,7
CNC(=O)c1c(I)c(C(=O)NCC(=O)Nc2c(I)c(C(=O)O)c(I)c(C(=O)NCCO)c2I)c(I)c(N(C)C(C)=O)c1I,/,-8,-8,0.1,-5,-0.8,/,/,-3.8,/

# Part of the list above, as tab-separated lines:
structure	3CLpro inhibitor	PriA SSB inh	Yp Topo-I inh	PfHsp40 rescue	Anthrax LF inh2	BoNT A protease	VHR inh abs	TcdB inh	BH1578 lux ind	CCHF vOTU inh
CCc1cc2c(NC(Cc3c[nH]c4ccccc34)C(=O)O)nc(C)nc2s1 (configuration not stated)	5	-4	-4	-0.5	1	-0.6	0	1.6	-0.3	-15
Cc1ccc(S(=O)(=O)N2CCCC(c3nnc4n3-c3ccccc3SC4)C2)cc1 (configuration not stated)	4	2	26	-0.8	4	0.2	-12	/	i	2
COc1ccc2c(c1OC)c(=O)n1c3ccc(OC(C)C(=O)NCCN4CCOCC4)cc3c3ccnc2c31 (configuration not stated)	-7	12	19	0.0	-3	0.6	24	5.1	-0.5	-70
Nc1ccc(Cl)c(NC(=O)c2cccs2)c1	-6	-1	-2	2.6	-5	0.3	6	1.0	/	4
Fc1ccccc1CSc1ncnc2sc3c(c12)CCCC3	2	-44	18	-0.4	0	-1.3	-5	-0.4	-0.4	-10
COc1ccc(N2CC(NC(=O)N3CCN(c4ccccc4)CC3)CC2=O)cc1 (configuration not stated)	-1	-5	8	0.4	-3	0.7	-8	-0.1	i	-8
Cc1cc(C)nc(SCC(=O)OCC(=O)Nc2nc3ccccc3s2)n1	-1	-3	-5	1.2	0	0.6	-28	/	0.0	-9
Cc1cc(O)ccc1N/C=C(\C#N)c1nc2ccccc2o1	4	-11	-5	-0.4	1	1.2	-4	/	-0.4	-5
Cc1ccc(NC(=O)CCNS(=O)(=O)c2cccc3nonc23)cc1Cl	-2	2	2	0.7	-4	-0.4	-6	-0.2	-0.5	17
CS(=O)(=O)N(CC(=O)NCC1CCCO1)c1cc(Cl)c(Cl)cc1Cl (configuration not stated)	-2	-18	6	-0.1	-6	0.5	9	0.4	i	-1

# Later entries:
SMILES,3CLpro inhibitor,PriA SSB inh,Yp Topo-I inh,PfHsp40 rescue,Anthrax LF inh2,BoNT A protease,VHR inh abs,TcdB inh,BH1578 lux ind,CCHF vOTU inh
O=C(Nc1cccc(O)c1)c1ccc(NC(=O)c2cccs2)cc1,-4,4,-4,0.7,-2,0.2,-9,0.6,i,6
O=C(Cn1c(=O)oc2ccccc21)NC(=O)NCc1ccco1,4,6,2,0.2,-1,0.3,20,/,-2.5,-4
O=C(CSCc1ccc([N+](=O)[O-])cc1)NC1CC1,4,-2,6,1.1,0,0.9,-2,0.9,-0.3,-4
O=C1C=C(c2ccc(-c3ccccc3)cc2)C[C@@H](c2ccc(F)cc2)C1,/,5,-1,-0.7,-2,-0.7,/,0.4,6.7,5
Nn1c(SCc2cccc(Br)c2)nnc1-c1cccnc1,-2,-9,-7,1.1,8,1.3,1,0.0,-0.6,6
CC(C)(C)c1ccc(-n2ncc3c2CCCC3NC(=O)c2ccncc2)cc1 (configuration not stated),2,-10,2,-1.7,-1,-2.7,10,2.1,-0.2,6
C=C1C(=O)OC2CC(C)C3C=CC(=O)C3(C)C(O)C12 (configuration not stated),/,-9,-8,0.3,0,-0.3,/,/,i,/
CCOC1=NN(c2ncc(C(F)(F)F)cc2Cl)C(=O)/C1=C/N(C)C,-2,-10,1,-0.8,5,-2.0,17,0.8,-0.2,-2

# Bioassay records (PubChem)
